PI5P4K alpha inh – PI5P4K alpha (human) kinase inhibition | PI5P4Kalpha enzyme, ADP-Glo luminescence, 60 min; hits give low values | P48426 | hit rate 1.2% among 330,000 | max response, %; active = max response of -50% or lower; inconclusive = between -30% and -50%; inactive = -30% or higher; note: value at the top dose of about 77 µM; % is set by controls: 0 for no effect and ±100 for the full control effect
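Human PI5P4Kalpha with substrate in 0.038 M HEPES pH 7.4, 0.28 mM EGTA, 0.1% CHAPS, 5% DMSO; reaction started with 5 microM ATP (final), 60 min at room temperature. ADP formed read by ADP-Glo luminescence.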
EPAC1 antag – antagonists of human EPAC1. EPAC1 GEF assay, Rap1b-BODIPY-GDP exchange fluorescence. Potency, µM (titrated, usually from 115 µM), for the others: top-dose activity change, negative = inhibition, actives largely listed as inhibitors. hit rate 0.14% among 360,000;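 note: potency is the fitted concentration of half-maximal effect; plate controls were vehicle for no effect and positive control for full effect; nearly all actives have a fitted effect of over 50% in size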
Target sequence (O95398 whole entry, looked up): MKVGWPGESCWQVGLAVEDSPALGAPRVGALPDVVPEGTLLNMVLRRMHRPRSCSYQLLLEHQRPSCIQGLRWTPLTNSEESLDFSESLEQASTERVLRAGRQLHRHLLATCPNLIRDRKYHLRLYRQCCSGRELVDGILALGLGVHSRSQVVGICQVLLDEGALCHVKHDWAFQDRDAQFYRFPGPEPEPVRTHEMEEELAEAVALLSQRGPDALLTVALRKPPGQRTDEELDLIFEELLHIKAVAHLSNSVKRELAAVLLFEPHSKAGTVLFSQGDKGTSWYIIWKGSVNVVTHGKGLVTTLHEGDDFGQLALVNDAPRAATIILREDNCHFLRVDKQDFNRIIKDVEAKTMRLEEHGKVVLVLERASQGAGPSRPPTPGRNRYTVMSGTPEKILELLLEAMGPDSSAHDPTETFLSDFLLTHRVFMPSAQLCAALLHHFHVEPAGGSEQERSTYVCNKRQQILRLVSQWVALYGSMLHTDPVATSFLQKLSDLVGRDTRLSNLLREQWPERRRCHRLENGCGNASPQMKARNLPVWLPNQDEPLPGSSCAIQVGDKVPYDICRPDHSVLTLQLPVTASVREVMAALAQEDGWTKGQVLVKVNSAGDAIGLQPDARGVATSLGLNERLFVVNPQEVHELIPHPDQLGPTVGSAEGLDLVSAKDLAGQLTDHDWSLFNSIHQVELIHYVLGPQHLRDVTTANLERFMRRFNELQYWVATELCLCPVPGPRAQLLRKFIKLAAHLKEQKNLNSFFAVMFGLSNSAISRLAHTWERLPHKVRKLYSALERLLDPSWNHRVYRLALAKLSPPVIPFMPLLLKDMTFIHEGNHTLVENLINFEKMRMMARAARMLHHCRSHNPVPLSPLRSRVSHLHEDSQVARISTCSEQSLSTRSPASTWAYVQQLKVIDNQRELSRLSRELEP
FUS suppressor – rescues growth of FUS-expressing yeast; AID 1347120; hit rate 0.24% among 390,000; S. cerevisiae FUS-expressing, growth rescue, OD600, 24 h; Potency, µM (series often up to 76.6 µM), for the others: at the highest dose growth rescue (activation), actives largely listed as activators;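 note: potency is the fitted concentration of half-maximal effect; plate controls were DMSO vehicle for no effect and reference control for full effect; nearly all actives have a fitted effect of over 55% in size; some results filed as inactive show a strong effect at the top dose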
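FUS-expressing yeast, raffinose-pregrown, induced in 2% galactose minimal medium at OD 0.005; compounds in a dilution series, 24hr at 30C. Growth restoration read as absorbance at 600 nm. CP55940 positive control, DMSO negative.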
WRN helicase inh – WRN helicase (human) inhibition; hit rate 0.46% among 360,000; Q14191; Potency, µM (highest dose often 114 µM), without a hit: at the top dose activity change, negative = inhibition, most hits filed as inhibitors; WRN helicase unwinding, fluorescent forked duplex, kinetic; note: potency is the fitted concentration of half-maximal effect; % is set by controls: 0 for no effect and ±100 for the full control effect; nearly all actives have a fitted effect of over 55% in size
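Fluorescence dequenching readout, ex 525 nm/em 598 nm, kinetic mode: forked duplex DNA (100 nM final) with adjacent fluorophore and quencher unwound by WRN (20 nM final) with 2 mM ATP. Compound preincubation 15 min, room temperature.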
IL2 activator – IL-2 activation. IL-2 activation reporter assay, cell-based qHTS; stimulated with anti-CD3/CD4/CD28 beads; in transgenic mouse T cells. activation, % (series mostly up to about 46 µM). hit rate 0.065% among 360,000; in the data active = activation above about 50%; inconclusive = mostly about 30% to 49%; note: 0% is about no effect
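Readout is EGFP and DsRed signal by fluorescent plate cytometry after 18 h at 37 degrees C. Transgenic mouse T cells (750/well) received compound for 60 min before bead stimulation (anti-CD3, anti-CD4, anti-CD28); memory T cells served as non-tolerant control.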
PLK1 PBD inh – inhibitors of human PLK1 polo-box domain binding. Plk1 PBD binding of FITC phosphopeptide, fluorescence polarization. P53350. hit rate 2.8% among 360,000. Potency, µM, for inactives: max response, negative = inhibition, hits mostly inhibitors; note: potency is the fitted concentration of half-maximal effect; series mostly up to about 57 µM; % is set by controls: 0 for no effect and ±100 for the full control effect; nearly all actives have a fitted effect of over 65% in size
Abeta yeast res – restores growth of yeast expressing A-beta42 peptide; yeast expressing A-beta42, growth rescue, OD600, 48 h; response scale: 0% DMSO, 100% iron-clioquinol control; hit rate 0.063% among 410,000; Potency, µM (titrated, usually from 46.1 µM), for the others: at the highest dose growth rescue, most hits filed as activators; note: potency is the fitted concentration of half-maximal effect; nearly all actives have a fitted effect of over 55% in size
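Growth rescue measured by 600 nm absorbance after 48 h yeast culture at 30 C with compound. Values normalized between DMSO and an equimolar ferric chloride plus clioquinol control.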
EPAC1 agonist – activates human EPAC1 exchange factor | O95398 | EPAC1 agonist qHTS, biochemical assay; response scale: 100% = response to 6.5 mM cAMP | Potency, µM (titrated, usually from 154 µM), without a hit: top-dose activation, actives largely listed as activators | hit rate 0.073% among 360,000 | AID 720707; note: potency is the fitted concentration of half-maximal effect; nearly all actives have a fitted effect of over 60% in size
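Read-out is the fluorescence drop as BODIPY-GDP leaves Rap1B (480 nm excitation, 540 nm emission), recorded every 5 minutes over 30 minutes. Reactions held 100 nM EPAC1, 250 nM Rap1B–BODIPY-GDP and 50 uM GDP, with 6.5 mM cAMP setting full activation.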
aSyn rescue – rescues yeast growth from alpha-synuclein toxicity; Yeast expressing alpha-synuclein, growth rescue, BacTiter-Glo, 24 h; Potency, µM (titrated, usually from 46.1 µM), without a hit: top-dose growth rescue (activation), usual class: activators; hit rate 0.14% among 370,000; note: potency is the fitted concentration of half-maximal effect; % of control where 0% means no effect; nearly all actives have a fitted effect of over 65% in size
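Screening used galactose-induced yeast with toxic alpha-synuclein levels, exposed to compound for 24 hr at 30 deg C. Cell growth, read with BacTiter-Glo luminescence, gave the measured signal.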
An asterisk follows results filed as active; ? = inconclusive; . = not tested or not shown; [ ] = dose if it differs, or a comment. Unless noted, calls come from the whole dose curve; as a rule, active = well fitted curve in the direction sought with a large enough effect; inconclusive = small, poorly fitted or top-dose-only effect, or another doubt; inactive = no such curve, though single readings can be large; an effect the other way counts as inactive or inconclusive.

SMILES	PI5P4K alpha inh	EPAC1 antag	FUS suppressor	WRN helicase inh	IL2 activator	PLK1 PBD inh	Abeta yeast res	EPAC1 agonist	aSyn rescue
CCOc1ccccc1OCCCCN1CCCC1	2	10%	-4%	-9%	-1.4	0%	19%	5%	3%
COc1cccc(NC(=O)N2CCCC2C(=O)NC2CCCCC2)c1 (stereo not drawn)	-10	4%	-6%	-8%	1.3	3%	4%	4%	2%
Cn1c(C(=O)NCC2CCCO2)cc2c(=O)[nH]c3ccccc3c21 (stereo not drawn)	-2	5%	18%	-8%	-0.2	2%	8%	6%	1%
O=C(Nc1cccc(S(=O)(=O)N2CCCC2)c1)c1ccccc1OC(F)F	-5	11%	17%	-26%	-1.8	-2%	30%	5%	-2%
CCOC(=O)c1cc(NC(=O)Nc2ccccc2OC)c(C)nc1C	5	10%	23%	-22%	-2.9	6%	-10%	-1%	-1%
OC(COc1ccc2ccccc2c1)Cn1cncn1 (stereo not drawn)	8	-1%	3%	-2%	-0.6	3%	20%	-5%	12%
Cc1ccc(NC(=O)C(=O)c2c(-c3ccccc3)cc3ccccn23)cc1S(=O)(=O)N1CCOCC1	-5	?	22%	-6%	-1.1	2%	2%	19%	.
CCOC(=O)c1sc(NC(=O)CCN2CCN(CC)CC2)c(C(=O)OCC)c1C	2	-7%	11%	-12%	-3.9	-3%	-14%	-7%	3%
CCOc1ccc(C(=O)NCC(=O)OC2CCOC2=O)cc1OCC (stereo not drawn)	1	2%	8%	-5%	-2.5	-9%	8%	4%	0%
Nc1ncncc1-c1ccc(F)cc1	-2	-1%	-13%	-11%	-3.0	-6%	-9%	2%	-9%
Cc1cc(/C=C(\C#N)C(=O)O)c(C)n1CC(C)C	?	3%	-5%	-3%	-1.8	-1%	7%	1%	0%
O=S(=O)(c1ccccc1)c1nc(-c2ccccc2)oc1N1CCCC1	-11	-5%	-5%	1%	-3.9	?	-12%	2%	-2%
CC(C)=N/N=C(\c1cccc([N+](=O)[O-])c1)C12CN3CN(CN(C3)C1)C2	2	1%	-3%	0%	1.3	1%	0%	1%	-2%
CCOc1ccc(/C(CCC(=O)O)=N/NC(=S)NC(C)C)cc1	-10	-25%	3%	2%	-4.0	?	6%	3%	8%
O=C(Nc1ncn[nH]1)c1cc([N+](=O)[O-])ccc1Cl	-4	16%	-13%	-3%	-0.4	0%	15%	14%	7%
O=C(NCCSCc1ccco1)Nc1cc(Cl)cc(Cl)c1	4	-22%	26%	-30%	-0.4	-18%	4%	5%	-26%
Cc1nc(SCC(=O)NC2CCS(=O)(=O)C2)c(C#N)c(C)c1C (stereo not drawn)	-1	-10%	-26%	1%	-0.2	-8%	-24%	-2%	-1%
C=CC[C@@H](CC(=O)N[C@@H](CO)Cc1ccccc1)C(=O)N[C@@H](COC(=O)[C@@H](CC=C)Cc1ccc(F)cc1)Cc1c[nH]c2ccccc12	28	-15%	29%	-10%	0.5	-4%	1%	-29%	-3%
O=C(OCC(=O)N1CCN(C(=O)c2ccco2)CC1)c1ccccc1OCc1ccccc1	1	16%	44%	-5%	-0.2	-7%	-18%	0%	-4%
O=C(NCCN1CCOCC1)c1cc(-c2ccc(Br)cc2)on1	.	11%	17%	8%	-0.5	-2%	-5%	-3%	7%
C[C@H](CO)N1C[C@H](C)[C@@H](CN(C)C(=O)Nc2ccc3c(c2)OCO3)Oc2ccc(NS(=O)(=O)c3cn(C)cn3)cc2C1=O	5	1%	-3%	-6%	0.1	-21%	9%	1%	2%
C=CCNS(=O)(=O)c1ccc2c(c1)n(C)c(=O)n2C	-8	0%	-12%	5%	0.5	-13%	10%	5%	0%
Cc1ccc(C)c(NS(=O)(=O)c2c(C)ccc3nsnc23)c1	-1	-16%	-53%	-16%	2.2	1%	-6%[9.22 µM]	7%	4%
COc1ccccc1C1CC(c2ccc(Cl)cc2Cl)Nc2nc(N)nn21 (stereo not drawn)	-7	-16%	22%	0%	-2.2	-8%	3%	-4%	-1%

Sorted by length of the SMILES (low to high): part of the list above.
SMILES	PI5P4K alpha inh	EPAC1 antag	FUS suppressor	WRN helicase inh	IL2 activator	PLK1 PBD inh	Abeta yeast res	EPAC1 agonist	aSyn rescue
CCOc1ccc(C(=O)NCC(=O)OC2CCOC2=O)cc1OCC (stereo not drawn)	1	2%	8%	-5%	-2.5	-9%	8%	4%	0%
CCOc1ccc(/C(CCC(=O)O)=N/NC(=S)NC(C)C)cc1	-10	-25%	3%	2%	-4.0	?	6%	3%	8%
CCOC(=O)c1sc(NC(=O)CCN2CCN(CC)CC2)c(C(=O)OCC)c1C	2	-7%	11%	-12%	-3.9	-3%	-14%	-7%	3%

Further compounds:
SMILES	PI5P4K alpha inh	EPAC1 antag	FUS suppressor	WRN helicase inh	IL2 activator	PLK1 PBD inh	Abeta yeast res	EPAC1 agonist	aSyn rescue
CCCCCc1ccc(CC(=O)Nn2c(C)nc3ccccc3c2=O)cc1	.	-8%	?	-11%	-1.4	-15%	-33%	?	7%
Cc1cc(NC(=O)CN(C)CCOc2ccccc2)ccc1Br	11	-7%	11%	-16%	1.2	-2%	2%	9%	-4%
COC(=O)CC(N)c1ccc(Br)cc1 (stereo not drawn)	0	-2%	15%	-3%	-3.1	-10%	3%	3%	0%
C[N+](C)(C)CCOc1ccc([N+](=O)[O-])cc1	-1	10%	-24%	5%	0.2	-14%	-1%	11%	14%
Cc1cc(C)cc(NC(=O)COC(=O)CCCC2=NS(=O)(=O)c3ccccc3N2)c1	-1	-3%	-12%	-7%	0.1	-10%	7%	14%	0%
O=C(Nc1nncs1)c1cc(-c2ccncc2)nc2ccc(Cl)cc12	-14	12%	.	-19%	-0.6	?	-4%	-2%	-11%
CSc1ccc(Cl)c(C(=O)NCCOc2cc(C)ccc2C(C)C)c1	.	-19%	19%	-11%[57.1 µM]	-4.1	2%	13%	10%	-5%
CCOc1ccc2nc(SCC(=O)NCc3ccccc3OC)[nH]c2c1	-5	-17%	37%	13%	-0.4	-11%	1%	8%	-8%
CC(C(=O)Nc1ccc(Cl)cc1)N1C(=O)NC2(CCCC2)C1=O (stereo not drawn)	5	-13%	-1%	1%	0.3	-3%	7%	7%	-4%
COc1cccc(CNC(=O)CCCNC(=O)c2ccc(Cl)cc2)c1	1	-7%	21%	-6%	0.2	9%	-9%	11%	0%
Cc1ccc(S(=O)(=O)N2CCOCC2)cc1C(=O)NCCc1ccc(Cl)cc1	-1	-22%	6%	4%	-0.2	-19%	-6%	6%	-10%
Cc1c(OC(C(=O)O)c2ccccc2)ccc2c3c(c(=O)oc12)CCC3 (stereo not drawn)	4	-9%	-23%	-11%	-0.4	1%	7%	-14%	2%
N#CC1=C(SCc2ccccc2)NC(=O)CC1c1ccc(O)cc1 (stereo not drawn)	.	4%	-16%	-13%	-2.1	-2%	-4%	7%	-6%
COc1ccccc1CC1CC(=O)N(c2ccccc2)C1=O (stereo not drawn)	1	12%	-18%	2%	-0.1	-3%	-8%	-4%	0%
COc1ccc(N(C)C(=O)c2ccc3c(Cl)c4c(nc3c2)CCCC4)c(OC)c1	1	-10%	?	0%	-1.2	?	-1%	-3%	6%
CCn1c(SCC(=O)N2CCCC2)nc2ccccc2c1=O	.	9%	16%	0%	0.4	0%	4%	-1%	5%
O=C(CNC1CCCCC1)N1CCc2ccccc2C1	2	-2%	1%	-11%	-2.9	-2%	21%	0%	-3%
CCc1ccc(C(O)c2ncc(-c3ccccc3Cl)[nH]2)cc1 (stereo not drawn)	6	-10%	-10%	-9%	-0.3	-4%	26%	-8%	0%
COc1cccc(NC(C)C(=O)Nc2cc([N+](=O)[O-])ccc2Cl)c1 (stereo not drawn)	-7	-3%	13%	3%	-0.1	-6%	22%	4%	10%
CC(O)CNc1nc2ccccc2n1CC(=O)N1CCN(Cc2ccccc2)CC1 (stereo not drawn)	2	7%	1%	-1%	0.5	-1%	4%	0%	-1%
Cc1ccc2nc(NC(=O)c3ccccn3)sc2c1	-9	4%	20%	-1%	-1.0	-3%	18%	-4%	7.1µM*
CN1C(=O)/C(=C\c2cccc(OCc3ccccc3)c2)SC1=S	0	-12%	-21%	-1%[57.1 µM]	0.9	1%	-6%	0%	3%
O=C1C2CC=CCC2C(=O)N1c1cccc(OS(=O)(=O)c2ccc3ccccc3c2)c1 (stereo not drawn)	.	4%	30%	-1%	-2.3	-1%	19%	9%	-1%
C[C@H]1CN([C@@H](C)CO)S(=O)(=O)c2ccc(C#CC3(O)CCCC3)cc2O[C@@H]1CN(C)C(=O)Cc1cccnc1	-4	6%	1%	-9%	-2.8	-15%	-9%	10%	0%
Cc1ccc(S(=O)(=O)N2CCN(CC(=O)N/N=C/C=C/c3ccccc3)CC2)cc1	0	1%	-10%	-5%	-0.9	3%	1%	-5%	7%
Cc1[nH]c2ccccc2c1C(=O)C(C)Sc1nnc(C2CC2)o1 (stereo not drawn)	-7	12%	.	1%	-3.3	3%	21%	6%	3%
COc1ccc(CN2CCN(C(=O)CN3C(=O)C4C5C=CC(C5)C4C3=O)CC2)c(OC)c1OC (stereo not drawn)	2	10%	7%	-10%	-3.3	2%	10%	-3%	1%
CN1CCN(S(=O)(=O)CC2(C)C3CCC2(C)C(=O)C3Br)CC1 (stereo not drawn)	1	-2%	24%	0%	2.7	-5%	-2%	1%	0%
CN1OC[C@@H]2CN(C(=S)NCCc3ccccc3)[C@H](c3ccc(-n4ccnc4)cc3)C[C@@H]21	-5	9%	-16%	-9%	0.2	-8%	-18%	-3%	6%
CCN(CC(=O)Nc1sc2c(c1C#N)CCCC2)Cc1nc2ccccc2c(=O)[nH]1	2	-1%	16%	-3%	-0.1	-8%	-1%	1%	4%
CCS(=O)(=O)c1ccc(S(=O)(=O)CC)s1	10	6%	-10%	10%	-2.9	-3%	0%	2%	-1%

Screening data: PubChem, National Center for Advancing Translational Sciences (NCATS)
